Compound activity: PubChem BioAssay, several laboratories
RTF Ca sens act: cardiac RTF calcium sensitivity activators, primary screen, biochemical, IANBD-TnC fluorescence, EC20 calcium; IANBD-labeled TnC RTF fluorescence at EC20 calcium; 0% EC20 calcium, 100% full calcium; activation, % at 7.2 µM; 0.24% of 340,000 active;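 active = activation above the mean over all tested compounds plus 3 SD, cut at about 30% in these data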;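 also: rise in fluorescence read as greater calcium sensitivity of cardiac thin filaments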
MITF TRPM1 HTS: activators of MITF-driven TRPM1 promoter reporter, primary screen, cell-based, SK-MEL-5, luciferase, single point; activation, % at 12.5 µM; SK-MEL-5 TRPM1-promoter luciferase, 24 h; % of positive control, neutral wells = 0; AID 588334, 2011; 0.75% of 300,000 active;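 active = mean activation of at least 80% with every replicate also reaching 80%; inconclusive = mean reaches 80% but some replicate falls short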;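 also: 0% = neutral control wells and 100% = parthenolide positive control wells; values of inactives mirror those of a sister screen read the other way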
SR-BI HDL uptake: inhibitors of SR-BI mediated HDL lipid uptake, primary screen, ldlA[mSR-BI] cells, fluorescence, single point; Scavenger receptor class B member 1 (Mus musculus), Q61009; ldlA[mSR-BI] CHO cells, DiI-HDL uptake fluorescence, 3 h; inhibition, % at 12.5 µM; 0.96% of 320,000 active;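 active = mean replicate inhibition of at least 70% and a set share of replicates each scoring 70 or more; inconclusive = meets just one of the two criteria; inactive = fails both criteria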;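 also: 0% = median of neutral control wells and 100% = median of positive control wells; values of inactives mirror those of a sister screen read the other way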
SR-BI DiI-HDL act: activators of SR-BI mediated DiI-HDL uptake, primary screen, ldlA[mSR-BI] CHO cells, DiI fluorescence | 3 h; 100 = double the neutral-control signal | 0.096% of 320,000 active | AID 504775, 2011 | activation, % at 12.5 µM;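 active = mean replicate activation of at least 60% and every replicate at or above 60%; inconclusive = mean or all-replicate condition met, but not both; inactive = mean below 60% and not all replicates reaching 60%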;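 also: 0% = median plate neutral-control signal and 100% = twice that signal; values of inactives mirror those of a sister screen read the other way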
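material = CHO ldlA[mSR-BI] cells | medium = Ham's F12 with 0.5% BSA, HEPES 25 mM, pH 7.4 | reagent = fluorescent DiI-HDL, 10 µg/mL final | compound dosing = single-point compound dose | incubation = 3 h, 37 °C | measured by = bottom-read fluorescence, 550/595 nm | measure = HDL uptake via cellular fluorescence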
Rtt109 Vps75: inhibitors of C. albicans Rtt109/Vps75 HAT, primary screen, biochemical, ThioGlo CoA-SH fluorescence, plate reader; AID 540336, 2011; purified Rtt109/Vps75, 4 h; 0.16% of 330,000 active; inhibition, % at 34.9 µM;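 active = inhibition of at least 50% in every replicate; inconclusive = best replicate reaches 50% inhibition but some replicates fall short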
Target sequence (Q5AAJ8 whole entry, looked up): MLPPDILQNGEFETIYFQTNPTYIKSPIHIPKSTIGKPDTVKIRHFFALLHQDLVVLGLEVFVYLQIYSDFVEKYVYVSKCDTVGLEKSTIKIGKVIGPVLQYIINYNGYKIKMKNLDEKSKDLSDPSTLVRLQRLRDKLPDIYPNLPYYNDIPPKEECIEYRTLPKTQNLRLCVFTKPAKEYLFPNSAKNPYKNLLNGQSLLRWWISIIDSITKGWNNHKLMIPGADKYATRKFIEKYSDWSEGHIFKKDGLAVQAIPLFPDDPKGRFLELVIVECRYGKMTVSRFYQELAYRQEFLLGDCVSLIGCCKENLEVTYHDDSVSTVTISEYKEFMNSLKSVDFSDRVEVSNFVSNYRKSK
HTR5A ag ctr: HTR5A agonists in luminescence cell assay, primary screen, counter-screen for OPRM1-OPRD1 heterodimer agonist project, full-deck HTS | AID 504692, 2011 | activation, % at 9.3 µM | 0.61% of 340,000 active | cell-based; in the data active = activation mostly above about 9.5%, no sharp cut-off; inactive = mostly below about 7.6%;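 also: 0% = cells with vehicle only and 100% = reference agonist; strong numbers were not always called active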
Target sequence (P47898 whole entry, looked up): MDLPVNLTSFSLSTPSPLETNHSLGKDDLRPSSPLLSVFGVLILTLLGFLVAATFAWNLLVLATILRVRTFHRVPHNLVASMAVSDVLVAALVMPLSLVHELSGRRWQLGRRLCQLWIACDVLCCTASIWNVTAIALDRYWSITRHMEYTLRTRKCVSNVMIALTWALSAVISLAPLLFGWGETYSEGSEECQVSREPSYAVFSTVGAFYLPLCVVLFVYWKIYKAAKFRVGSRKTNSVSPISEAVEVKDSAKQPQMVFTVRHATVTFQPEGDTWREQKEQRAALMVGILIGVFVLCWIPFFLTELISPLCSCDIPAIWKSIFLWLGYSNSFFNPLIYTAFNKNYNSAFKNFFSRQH
PvdQ inh: P. aeruginosa PvdQ acylase inhibitors, primary screen, biochemical, fluorescence, plate reader and imaging, single point; purified PvdQ acylase; inhibition, % at 10 µM; 0.063% of 340,000 active; AID 488965, 2010; in the data active = inhibition above about 30%, passing the limit was not always enough; inconclusive = no clear call, values can overlap the other calls;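 also: 0% = vehicle neutral wells and 100% = reference inhibitor wells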
CDK5 inh: inhibitors of human CDK5/p35 kinase, primary screen, biochemical, single concentration; Recombinant CDK5/p35, ADP-Glo luminescence, 60 min; inhibition, % at 10 µM; Cyclin-dependent kinase 5 (Homo sapiens) + Cyclin-dependent kinase 5 activator 1 (Homo …; 0.01% of 330,000 active; AID 488839, 2010;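 active = highest replicate inhibition of at least 50% and at least 75% of replicates reaching 50%; inconclusive = only one of the two criteria met; inactive = both criteria failed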;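 also: plate controls were DMSO neutral control for no effect and GW8510 at 10 µM for full effect; many of its hits are not listed in these tables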
dFosB act: activators of delta FosB homodimer, primary screen, biochemical, fluorescence polarization, TAMRA-CDK5 oligo, single point; Protein FosB (Mus musculus), P13346; purified delta FosB; percent of positive-control signal above neutral wells; activation, % at 25 µM; 0.99% of 340,000 active;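 active = mean activation above about 17%, with every replicate also reaching it, limit read from the data, passing the limit was not always enough; inconclusive = only one of the two conditions met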;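 also: fluorescence polarization rise as delta FosB binds a TAMRA Cdk5 AP-1 oligo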
Target sequence (P13346 whole entry, looked up): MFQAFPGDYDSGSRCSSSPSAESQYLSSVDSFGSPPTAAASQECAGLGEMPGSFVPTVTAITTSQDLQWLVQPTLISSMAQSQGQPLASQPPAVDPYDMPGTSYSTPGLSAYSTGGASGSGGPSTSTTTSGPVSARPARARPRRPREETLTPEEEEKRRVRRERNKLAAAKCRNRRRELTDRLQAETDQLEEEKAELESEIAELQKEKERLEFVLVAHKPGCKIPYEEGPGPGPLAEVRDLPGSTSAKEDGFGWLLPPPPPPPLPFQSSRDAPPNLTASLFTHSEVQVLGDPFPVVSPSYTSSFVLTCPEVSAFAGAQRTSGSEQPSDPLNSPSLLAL
Wnt bcat act: Wnt/beta-catenin pathway activators, primary screen, cell-based, plate reader, single point | AID 743398, 2014 | Wnt/beta-catenin reporter cell assay, activator | activation, % at 9.35 µM | 1.2% of 300,000 active; in the data active = activation above about 30%, passing the limit was not always enough; inconclusive = no clear call, values can overlap the other calls;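 also: 0% = neutral control wells and 100% = positive control wells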
An asterisk follows results filed as active; ? = inconclusive; . = not tested or not shown. Rows were taken by chance; about 4.4% have a hit in one of these screens.

SMILES	RTF Ca sens act	MITF TRPM1 HTS	SR-BI HDL uptake	SR-BI DiI-HDL act	Rtt109 Vps75	HTR5A ag ctr	PvdQ inh	CDK5 inh	dFosB act	Wnt bcat act
O=C1N(Cc2cccc(Cl)c2)C[C@@H]2C[C@@H](c3ccsc3)N3CCC[C@@]123	-2.2	-5.6	0.6	-0.6	12.8	3.2	5.4	2.0	-8.2	-1.8
Cc1ccc2nc(Cl)c(/C=C/C(=O)c3ccco3)cc2c1	-0.5	.	-10.3	10.3	6.0	2.1	-9.6	1.2	-12.3	0.7
O=C(Nc1ccnn1C1CCN(Cc2cc(Cl)ccc2O)CC1)C1CC1	-5.3	-6.6	-5.2	5.2	3.4	-0.3	1.8	1.2	-11.1	-2.4
O=C(C[n+]1cc(Br)cc(Br)c1)c1ccccc1	6.0	-2.6	-26.3	26.3	-1.2	1.4	4.8	-0.9	-12.3	3.5
CCCOc1ccc(C(NC(=O)CC(C)C)NC(=O)CC(C)C)cc1OC	-0.2	3.7	-34.5	34.5	10.3	-4.9	6.7	-2.8	-6.5	.
COc1ccc(OCCC(=O)OCC(=O)c2ccc[nH]2)cc1	0.7	-2.5	-6.5	6.5	-4.6	0.8	-8.2	0.7	2.9	-0.2
COCc1cc(C)nc(NCCO)c1C#N	-3.7	-10.8	22.0	-22.1	6.5	2.0	-4.3	0.7	4.3	-0.3
CCOc1cccc(C2/C(=C(/O)c3ccc4c(c3)CC(C)O4)C(=O)C(=O)N2CCCn2ccnc2)c1 (stereo not drawn)	-4.0	10.8	3.9	-3.9	1.9	-2.0	-12.3	-0.8	-6.9	-0.6
CCC[C@@H](CN1CCC[C@H]1CN1C(N)=NC[C@H]1CC(C)C)N1C[C@@H](Cc2ccccc2)N(CCCC2CCCC2)C1=N	-3.3	6.3	6.0	-6.0	13.6	0.2	-13.5	0.8	-7.4	-2.8
CC(C)Cn1c(N)c(C(=O)COC(=O)c2cc(-c3ccco3)nc3ccccc23)c(=O)n(C)c1=O	-3.4	-10.4	46.8	-46.8	-5.5	-1.5	1.9	1.7	0.9	-1.3
Cc1ccc(-c2csc3ncnc(SCC(=O)NCc4ccc5c(c4)OCO5)c23)cc1	2.6	1.3	35.7	-35.7	-1.5	0.0	-14.6	-0.3	-7.4	-4.5
CCOc1ccc2oc(C(=O)Nc3nccs3)c(C)c2c1	2.1	30.4	21.5	-21.5	-4.7	-8.6	-9.4	2.0	-4.0	69.1*
COc1ccc(Cl)cc1NS(=O)(=O)c1c(C)nc2sccn2c1=O	7.8	2.5	3.6	-3.6	-8.3	2.3	-7.4	3.5	-5.0	-5.1
CNS(=O)(=O)c1cn(CC(=O)N(C)Cc2ccccc2)cc1S(=O)(=O)NC	-1.9	-0.8	-54.1	54.1	.	-4.8	3.1	-0.2	-9.4	-0.1
Cc1ccccc1Cn1nc(C)c(NC(=O)c2ccccc2)c1C	1.1	1.4	13.0	-13.0	8.7	-4.3	2.5	0.6	-4.3	-1.1
CCN(CC)C(=O)Cn1cc(C(=O)C(=O)N2CC=C(c3ccccc3)CC2)c2ccccc21	0.9	-9.0	8.4	-8.4	-1.4	-2.4	-10.6	-1.8	-6.3	11.5
CCN(C[C@H]1N[C@@](CC)(C(=O)OC)[C@H]2C(=O)N(Cc3ccccc3)C(=O)[C@@H]12)C(C)=O	-6.2	-4.3	-18.6	18.6	11.5	3.3	13.7	2.7	-3.4	-2.0
CN1CCC(=NNc2ccc(S(=O)(=O)N3CCOCC3)cc2[N+](=O)[O-])CC1	-2.6	-5.9	-6.0	6.0	2.1	0.7	-5.1	0.0	9.8	-5.7
CC(=O)Nc1ccc(NC(=O)C2CCCN2C(=O)Nc2ccc(F)c([N+](=O)[O-])c2)cc1 (stereo not drawn)	10.0	1.2	0.2	-0.2	1.8	4.0	-6.4	-2.9	-4.1	1.3
O=C(COC(=O)c1cnc(Cl)c(Cl)c1)c1ccc(F)cc1	-0.7	-4.4	-6.3	6.3	6.9	-1.9	-18.8	3.0	3.3	-1.4
COC(=O)[C@]1(C)CCC[C@@]2(C)C3CC[C@]4(OC(C)=O)C[C@@]3(CCC21)CC4=NO (stereo partly drawn)	0.7	-9.6	8.3	-8.3	-2.0	3.7	3.6	1.1	1.3	-3.2
CS(=O)(=O)c1ccc(C(=O)N(Cc2ccccc2)c2ccccc2)cc1	-0.7	2.9	32.9	-32.8	2.9	3.6	13.6	-0.1	-3.1	-1.8
COC(=O)Cn1cc(C(=O)C(F)(F)F)c2ccccc21	5.9	0.1	9.1	-9.1	1.9	-0.3	-19.2	2.1	-4.0	-1.7
COc1ccccc1OCC(=O)Nc1ccc(S(=O)(=O)Nc2cc(C)nc(C)n2)cc1	-2.4	.	-19.4	19.4	2.8	-2.4	-5.8	0.5	0.1	.
CCOc1ccc2[nH]c(=O)c(CN(CCCN3CCOCC3)Cc3nnnn3Cc3ccc(OC)cc3)cc2c1	-5.4	2.2	-7.9	7.9	0.3	-2.6	-7.7	-1.6	-1.4	1.3

Next part
SMILES	RTF Ca sens act	MITF TRPM1 HTS	SR-BI HDL uptake	SR-BI DiI-HDL act	Rtt109 Vps75	HTR5A ag ctr	PvdQ inh	CDK5 inh	dFosB act	Wnt bcat act
Cc1cc(C)cc(NC(=O)Nn2cnnc2)c1	1.1	-1.5	2.6	-2.6	-3.5	0.4	-12.5	0.5	2.7	1.3
O=C(O)Cc1ccc(-n2cccc2)cc1	-1.9	13.2	-2.0	2.0	-1.4	3.7	-12.4	-11.4	-7.9	0.6
N#Cc1ccsc1NC(=O)CN1CCCCCC1	6.7	3.5	3.4	-3.4	-3.5	0.4	-4.4	0.8	4.5	.
CCCOc1ccc(NC(=O)CC2C(=O)N(CC)C(=S)N2CCNC(C)=O)cc1 (stereo not drawn)	2.3	6.9	-10.2	10.2	-7.2	2.1	-0.3	-0.7	1.1	10.4
Cc1nnc(SCC(=O)Nc2nnc(SCc3cccc(Br)c3)s2)s1	-3.6	-4.3	-7.3	7.3	4.3	-3.8	-14.5	1.0	-0.7	.
N#Cc1ccc(NC(=O)CCc2ccc(S(=O)(=O)N3CCOCC3)cc2)cc1	1.2	.	-2.5	2.5	-4.5	-0.5	-12.3	-1.8	-8.5	.
COc1ccc(-n2ncc3c2CC(C)(C)CC3NC(=O)c2ccnn2C)cc1 (stereo not drawn)	-7.6	-5.5	21.3	-21.3	1.4	1.4	-15.9	-3.5	-5.2	-1.7
O=[N+]([O-])c1ccc(-c2ccn[nH]2)o1	0.2	3.2	-20.9	20.9	1.0	0.6	-1.5	-0.1	2.1	4.1
C=CCN(N=Nc1cccc([N+](=O)[O-])c1)c1cccc([N+](=O)[O-])c1	-0.9	-0.2	-10.4	10.4	-12.6	0.2	-4.2	0.5	-3.0	-0.7
CC(=O)Nc1ccc(Nc2ccc3c4c(cc(=O)n3C)-c3ccccc3C(=O)c24)cc1	-0.6	-4.5	5.3	-5.3	-9.0	1.8	-1.2	3.3	-11.3	3.0
N#Cc1sc(NCc2cccc(Cl)c2)nc1Cl	-4.1	.	18.6	-18.6	-1.3	0.4	-14.2	1.3	-13.9	6.6
COc1ccc(N(CCCN2C(=O)c3cccc4cccc(c34)C2=O)C(=O)c2cccnc2)cc1	4.3	-13.7	-9.3	9.3	-6.7	0.5	1.9	2.1	-7.3	-2.4
C=CCn1c(=O)c2c(nc3n2CC(C)CN3CCc2ccccc2)n(C)c1=O (stereo not drawn)	-1.9	-8.1	-16.4	16.4	4.3	2.4	-7.6	.	-2.2	0.1
CC(C)Oc1ccc(C(CCN)C2CCCCC2)cc1 (stereo not drawn)	-2.5	-87.1	-5.0	5.0	?	3.1	-11.5	0.1	-4.7	-2.7
CSCCn1c(C(C)(C)C)cc(C(=O)O)c1C	-3.3	-4.6	-27.0	27.0	13.8	4.7	20.4	0.6	-2.6	1.1
O=C(CSc1n[nH]c(=O)[nH]c1=O)c1cccc([N+](=O)[O-])c1	2.0	1.8	-3.8	3.8	2.7	0.2	-1.4	-6.4	-1.4	-7.7
COc1ccc(C(=O)CCS(=O)(=O)c2ccc(F)cc2)cc1OC	-0.9	-3.4	-23.9	23.9	?	0.9	3.1	0.4	-0.6	3.0
C=CCn1c(SCC(=O)C(C)(C)C)nnc1-c1ccccn1	-1.4	3.4	-39.1	39.1	-2.8	0.1	-12.3	-1.7	-15.9	.
CCOc1ncccc1C(=O)OCC(=O)N1CCc2ccccc21	-5.3	1.0	-8.8	8.8	.	2.6	5.3	0.4	-4.6	-3.2
Nc1ncnc2c1cnn2C1CC(O)C(CO)O1 (stereo not drawn)	-0.3	3.7	-3.3	3.3	-9.8	1.2	17.6	1.1	-1.1	3.5
COCCn1c(SCC(=O)Nc2ccccc2F)nc2c([nH]c3ccccc32)c1=O	2.4	-30.9	21.7	-21.7	3.3	4.5	-11.4	-1.4	-0.3	-2.0
COc1ccc(-c2csc(NC(=O)CSCC(=O)Nc3cc(C)on3)n2)cc1	2.5	32.8	6.7	-6.7	5.4	-0.2	-13.1	-0.6	-3.2	10.3
COc1ccc(-c2c([C@H]3[C@H]4C=CC[C@@H](C)[C@@H]4C(=O)N3Cc3ccccc3)ccc3ccccc23)cc1OC	-8.0	-10.0	-14.1	14.1	13.0	-0.9	3.0	-0.9	-2.6	-12.6
O=C(N/N=C/c1ccsc1)C1CC1	1.8	12.5	-18.3	18.3	-2.5	-1.9	-10.1	-0.6	-0.2	4.9
COc1ccc(N=Cc2sc(O)c3ccccc23)cc1	79.3*	28.2	57.9	-57.9	1.9	7.2	0.8	1.8	-5.8	34.5*
COC(C[C@H]1O[C@@H]1C(=O)[C@H](C)OCc1ccccc1)OC	-0.5	-1.9	-20.0	20.0	-6.3	1.6	-9.4	-1.4	-0.6	3.4
Cc1ccc2nsnc2c1S(=O)(=O)N1CCN(C(=O)C2CCCO2)CC1 (stereo not drawn)	5.0	-4.9	-0.1	0.1	-16.7	-0.8	-11.4	1.7	0.9	-1.0
O=c1[nH]c(CN2CCN(S(=O)(=O)/C=C/c3ccccc3)CC2)nc2cc(Cl)ccc12	-2.9	5.9	7.6	-7.6	2.3	2.8	2.0	-0.2	-6.2	-3.2
